From PubChem BioAssay
CHO-K1 Ca ag = counter-screen for M1 agonists: effect in parental CHO-K1 cells; Fluo-8 calcium fluorescence; scaled to maximal ATP response, vehicle zero; activation, % at 3 µM; actives 0.48% (n = 360,000); AID 602248, 2012; in the data active means activation above about 15%;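 further: untransfected CHO-K1 host cells lacking M1 receptor as counterscreen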
OXTR potentiator = human OXTR potentiators, primary screen, fluorescence, CHO-OTR cells, Fluo-8 calcium. activation, % at 3 µM. actives 0.061% (n = 320,000). Oxytocin receptor (Homo sapiens), P30559. Fluo-8 calcium fluorescence, potentiator mode; 0% = oxytocin EC15, 100% = EC100;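 active means activation above that plate's cutoff, the mean activation of tested compounds plus 3 SD, cut at about 6.6% in these data, passing the limit was not always enough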;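 further: 100% uses oxytocin at 75 nM as the full agonist control; some results filed as inactive read as strong as hits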
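System: human OTR in CHO cells / Also added: sub-maximal oxytocin, roughly EC15 / Control set: EC15 oxytocin low, 75 nM oxytocin high / Schedule: 6 min compound pre-incubation at room temperature, 100 s kinetic read / Compound: single-point 3.0 µM / Replication: singlicate / Technique: Fluo-8 calcium dye fluorescence / Read-out basis: % activation of max/min ratio relative to oxytocin controls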
CHO-K1 Ca antag = nonselective inhibitor or artifact in parental CHO-K1 cells | ATP-induced calcium, Fluo-8 fluorescence | inhibition, % at 3 µM | actives 0.6% (n = 360,000) | AID 602250;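 active means inhibition above a per-plate cutoff, the plate's mean sample inhibition plus 3 SD, cut at about 24% in these data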;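 further: 0% = DMSO plus EC80 ATP and 100% = DMSO alone without ATP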
GPR7 antag = GPR7 receptor antagonists, primary screen, cell-based, fluorescence, single concentration | AID 1861, 2009 | GPR7-expressing cells, fluorescence antagonist assay | Neuropeptides B/W receptor type 1 (Homo sapiens), P48145 | inhibition, % at 4.4 µM | actives 1.1% (n = 290,000); in the data active means inhibition above about 16%, passing the limit was not always enough;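 further: cells stimulated with the agonist NPW; 0% = agonist with vehicle and 100% = vehicle without agonist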
Target sequence (P48145 whole entry, looked up): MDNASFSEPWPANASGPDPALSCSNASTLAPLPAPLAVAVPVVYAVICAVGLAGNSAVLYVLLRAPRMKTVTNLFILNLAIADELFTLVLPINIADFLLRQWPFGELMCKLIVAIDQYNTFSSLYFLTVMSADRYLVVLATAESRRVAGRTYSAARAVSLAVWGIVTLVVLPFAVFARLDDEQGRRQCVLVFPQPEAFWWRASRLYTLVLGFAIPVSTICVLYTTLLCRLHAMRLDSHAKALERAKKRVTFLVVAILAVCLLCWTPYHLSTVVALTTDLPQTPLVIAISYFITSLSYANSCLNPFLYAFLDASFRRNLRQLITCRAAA
CHO-K1 Ca PAM = nonselective calcium activators in parental CHO-K1 cells, primary screen, counter-screen for M1 PAM project, cell-based, Fluo-8 calcium fluorescence, full deck, 1536-well; ATP EC20; 0% at ATP EC20, 100% at ATP max; actives 0.02% (n = 360,000); activation, % at 3 µM;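 active means activation above the run cutoff, the mean activation of all test compounds plus 3 SD, cut at about 40% in these data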;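 further: peak over basal fluorescence ratio in a 140 s read after ATP addition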
TAAR1 antag = human TAAR1 antagonists, primary screen, Fluo-8 calcium fluorescence, CHO RD-HGA16 cells. Trace amine-associated receptor 1 (Homo sapiens), Q96RJ0. antagonist. inhibition, % at 3 µM. actives 1.5% (n = 360,000);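 active means inhibition above a per-plate cutoff, the mean inhibition of test compounds on that plate plus 3 SD, cut at about 49% in these data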;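 further: 0% = DMSO plus EC80 beta-PEA response and 100% = DMSO alone without agonist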
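System: CHO RD-HGA16 cells bearing hTAAR1. Reagent: EC80 β-phenethylamine stimulus. Schedule: seeding 17-24 h prior, 75-min 37 °C, 30-min RT dye loading. Signal: Fluo-8 intracellular calcium dye fluorescence, real-time kinetic reads. Read-out: % inhibition from peak post-agonist over basal fluorescence ratio. Benchmarks: vehicle wells and EC80 agonist wells. Replicates: n of 1.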
OXTR ag = human OXTR agonists, primary screen, fluorescence, CHO-OTR cells, Fluo-8 calcium. Oxytocin receptor (Homo sapiens), P30559. Fluo-8 calcium fluorescence; normalized: DMSO 0%, oxytocin 100%. activation, % at 3 µM. actives 0.32% (n = 320,000);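 active means activation above the mean of all tested compounds plus 3 SD, cutoff set per screening run, cut at about 20% in these data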;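 further: peak over basal fluorescence ratio from a 100 s FLIPR kinetic read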
V1R ag counter = agonists of human V1a receptor, primary screen, counter-screen for OXTR agonist project, fluorescence, CHO-V1R cells | Vasopressin V1a receptor (Homo sapiens), P37288 | Fluo-8 calcium fluorescence, agonist mode; 0% DMSO, 100% 3 nM vasopressin | activation, % at 3 µM | actives 0.25% (n = 320,000) | AID 2797, 2010;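 active means activation above the mean activation of all tested compounds plus 3 SD, per screening run, cut at about 20% in these data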;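 further: signal is peak over basal fluorescence ratio across a 100 second FLIPR read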
Target sequence (P37288 whole entry, looked up): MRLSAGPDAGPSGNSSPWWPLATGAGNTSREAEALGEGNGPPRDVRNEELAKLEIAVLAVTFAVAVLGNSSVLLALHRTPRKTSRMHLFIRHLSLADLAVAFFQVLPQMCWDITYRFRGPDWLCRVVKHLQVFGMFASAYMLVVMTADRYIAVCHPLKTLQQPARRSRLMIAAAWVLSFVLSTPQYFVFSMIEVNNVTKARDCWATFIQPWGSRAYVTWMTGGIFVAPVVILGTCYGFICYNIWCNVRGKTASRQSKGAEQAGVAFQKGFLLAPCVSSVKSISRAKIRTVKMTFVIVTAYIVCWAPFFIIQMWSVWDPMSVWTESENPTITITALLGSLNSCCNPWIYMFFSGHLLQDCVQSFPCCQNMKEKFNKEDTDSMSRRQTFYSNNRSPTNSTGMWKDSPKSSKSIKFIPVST
CHO parental Ca = ATP-evoked calcium signal inhibitors, parental CHO, primary screen, counter-screen for OX1R antagonist project, cell-based, fluorescence, Fluo-8 calcium dye | parental CHO-K1, ATP-induced calcium, Fluo-8 fluorescence | inhibition, % at 5.6 µM | actives 0.63% (n = 330,000) | AID 463079, 2010;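 active means inhibition above that plate's mean sample inhibition plus 3 SD, cut at about 26% in these data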;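 further: 0% = ATP-challenged DMSO wells and 100% = DMSO wells without ATP; some compounds past the cut are filed as inactive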
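Assay system – parental CHO cells · Reagent – ATP stimulus · Detection – intracellular calcium via Fluo-8 no-wash fluorescent dye · Evaluation – percent inhibition of ATP-evoked calcium rise, normalized to controls · Controls – ATP wells versus no-ATP DMSO wells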
Starred values were filed as active, the others as inactive; . = no result given.

#	SMILES	CHO-K1 Ca ag	OXTR potentiator	CHO-K1 Ca antag	GPR7 antag	CHO-K1 Ca PAM
1	CCCc1cc(=O)[nH]c(SCC(=O)N(CCC#N)c2ccc3c(c2)OCCO3)n1	0.2	.	0	.	2
2	CCCCOC(=O)/C=C/c1ccc(OC(=O)OC)c(OC(=O)OC)c1	0.9	-1	-7	-11	3
3	CCSc1oc(-c2ccco2)nc1S(=O)(=O)c1ccccc1	0.0	-7	-4	5	21
4	CC1Cc2cc(S(=O)(=O)NCc3ccccc3)ccc2N1C(=O)C1CC1 (stereo unspecified)	7.7	-14	-6	11	-16
5	O=C(O)CCSc1nc2ccccc2c(=O)[nH]1	0.4	-3	-6	0	4
6	CCC(c1nnnn1Cc1ccc(OC)cc1)N1CCN(c2ccc(OC)cc2)CC1 (stereo unspecified)	0.3	-8	25*	9	-15
7	COc1ccc([C@@H]2CC=C(C(=O)O)[C@H](c3ccc(C)cc3)N2S(=O)(=O)c2ccc(C)cc2)cc1OC	0.7	1	2	.	8
8	CC(C)C[C@H](NC(=O)C1(c2ccccc2)CCN(C(=O)[C@H]2CSCN2C(=O)OC(C)(C)C)CC1)C(=O)O	-0.2	-5	-9	-6	7

#	TAAR1 antag	OXTR ag	V1R ag counter	CHO parental Ca
1	-11	.	.	.
2	-22	-0.6	-0.3	1
3	-9	-1.5	-1.5	-15
4	-4	6.6	6.4	8
5	-14	0.1	0.2	-5
6	-9	-0.3	-0.6	-21
7	-5	0.6	0.8	-4
8	-5	0.2	0.4	2

New compounds follow
#	SMILES	CHO-K1 Ca ag	OXTR potentiator	CHO-K1 Ca antag	GPR7 antag	CHO-K1 Ca PAM
9	O=C(CC(Cc1ccccc1)C(=O)O)NCCc1ccc2c(c1)OCO2 (stereo unspecified)	0.3	-6	-11	-12	5
10	COc1ccccc1C/C(N)=N/OC(=O)COc1cccc2ccccc12	0.9	-9	-15	-1	19
11	C=CCn1c(SCc2nc3sc4c(c3c(=O)[nH]2)CCCC4)nc2ccccc2c1=O	2.3	6	-3	4	18
12	COc1ccc(NC(=O)COC(=O)C2CCCN2C(=O)OC(C)(C)C)cc1Cl (stereo unspecified)	1.6	.	1	.	5
13	COc1nc(N(C)C)nc(N2CC(=O)N(CCNS(=O)(=O)c3ccc(C)cc3)C2=N)n1	0.0	-2	11	6	-10
14	CCN1CCN(C(=O)C2CCN(C(=O)Nc3ccccc3)CC2)CC1	0.1	1	-7	.	7
15	CCN(CC)CCNc1nc(-c2ccc(OC)cc2)c(-c2ccc(OC)cc2)s1	2.5	-5	-11	-5	19
16	CC1Cc2ccccc2N1C(=O)Cn1cnc2ccccc21 (stereo unspecified)	6.7	-16	-10	-2	22

#	TAAR1 antag	OXTR ag	V1R ag counter	CHO parental Ca
9	18	1.0	0.7	14
10	-9	2.5	1.7	-14
11	-3	-0.2	-0.1	-21
12	-28	.	.	.
13	-22	0.2	0.2	-10
14	21	0.7	0.0	0
15	-32	2.9	5.9	-19
16	10	6.5	4.5	8

Later entries:
#	SMILES	CHO-K1 Ca ag	OXTR potentiator	CHO-K1 Ca antag	GPR7 antag	CHO-K1 Ca PAM
17	COc1ccc(OC)c(C(=O)/C=C/c2ccccc2C(F)(F)F)c1	0.1	-16	0	-7	-1
18	Cc1cc(C)cc(C(=O)NC(=S)Nc2ccc3c(c2)OCCO3)c1	-0.3	-3	15	-12	9
19	COc1ccc(/C=C/C(=O)Nc2ccc(S(=O)(=O)Nc3cc(C)nc(C)n3)cc2)cc1OC	0.4	-5	-12	3	-17
20	CCC(CC)N1CCN(C(=O)c2cccc(Cl)c2)CC1	0.6	-9	1	-6	7
21	CC(=O)C1C=CC(C)(C(=O)O)C2C=C(C)C(=O)C(C)(O)C12 (stereo unspecified)	0.3	.	-15	.	19
22	O=C1CN(C(=O)NCC(=O)N2CCCC2)c2ccccc2N1	4.8	-7	-6	-2	14
23	Cc1ccc(C)c(N(C)C(=O)c2cc3c(=O)[nH]c4ccc(C)cc4c3s2)c1	0.0	-1	-5	-2	-1
24	COc1cc(-c2noc(-c3cccs3)n2)cc(OC)c1OC	0.3	4	-1	-7	20

#	TAAR1 antag	OXTR ag	V1R ag counter	CHO parental Ca
17	25	-2.1	-0.4	11
18	27	0.0	1.8	-23
19	-4	-0.5	-0.2	0
20	-2	0.0	-0.5	-10
21	-3	.	.	.
22	-11	-0.3	-0.3	6
23	-36	-1.8	0.2	-21
24	10	-2.5	-1.0	-24

Continuation:
#	SMILES	CHO-K1 Ca ag	OXTR potentiator	CHO-K1 Ca antag	GPR7 antag	CHO-K1 Ca PAM
25	O=C1CCCc2cc(S(=O)(=O)N3CCC(C(=O)NCc4ccccc4)CC3)ccc2N1	0.1	-4	-11	9	4
26	COc1ccc(CC(N)c2csc(Nc3nc(C)cnc3C)n2)cc1 (stereo unspecified)	2.4	.	1	.	0
27	CC(O)(c1cccnc1)c1nc(-c2cccc(F)c2)cs1 (stereo unspecified)	1.3	.	11	.	-8
28	CCC(=O)N1CCc2cc(S(=O)(=O)CCC(=O)Nc3ccc(CC)cc3)ccc21	2.6	-8	-10	-4	17
29	CC(C)Cn1cnc2c1c(=O)n(CC(=O)NN)c(=O)n2Cc1ccccc1	0.3	-4	-5	-8	0
30	Cn1c(CNC(=O)OC(C)(C)C)nnc1SCc1c(Cl)cccc1Cl	1.9	-9	9	-3	-17
31	Cc1cccc(C(=O)NCC(=O)N2CCN(c3ccccn3)CC2)c1	0.5	2	-5	.	19
32	O=C(NCc1csc2ccc(Cl)cc12)Nc1cccc2ccccc12	0.6	-1	-7	-8	8

#	TAAR1 antag	OXTR ag	V1R ag counter	CHO parental Ca
25	11	-0.3	0.3	-15
26	17	.	.	.
27	-25	.	.	.
28	13	2.1	1.0	-25
29	-12	0.0	-0.1	-16
30	-2	-1.2	1.3	-10
31	-11	1.4	1.3	-14
32	11	0.3	-1.9	-13

Continuation:
#	SMILES	CHO-K1 Ca ag	OXTR potentiator	CHO-K1 Ca antag	GPR7 antag	CHO-K1 Ca PAM
33	Cc1ccc(C2=C/C(=C/c3cccnc3)C(=O)O2)c(C)c1	0.4	-12	-6	-13	15
34	COC(=O)c1sccc1NC(=O)Nc1cccc(C(C)=O)c1	1.8	-18	-11	-15	13
35	O=C(COC(=O)C1=COCCO1)NCc1ccc(Cl)cc1Cl	0.1	.	-4	.	6
36	Cc1nc2scc(-c3ccc(Cl)cc3)c2c(=O)n1N	1.5	-4	-10	2	11
37	CC(C)(C)C1CCC(OCC(O)CN2CCN(c3ccccc3)CC2)CC1 (stereo unspecified)	2.3	-14	-6	-2	18
38	CCn1c(SCC(=O)Nc2ccc(OC)cc2OC)nc2nc3c(cc2c1=O)COC(C)(C)C3	2.2	5	-1	-7	1
39	COc1ccc(CCCc2nnc(SCC(=O)N/N=C\c3ccc(O)c(OC)c3)o2)cc1C	1.9	-15	-11	-18	16
40	CCN(C(=S)NC(=O)c1ccco1)c1cccc2ccccc12	-0.4	8	-13	.	14

#	TAAR1 antag	OXTR ag	V1R ag counter	CHO parental Ca
33	9	-1.1	-0.5	-20
34	25	-1.7	-0.6	2
35	-16	.	.	.
36	4	-1.4	0.2	-7
37	3	-0.6	0.0	12
38	21	-1.9	2.1	-12
39	30	4.9	2.1	-1
40	-2	-0.6	-0.6	-21

Remaining list, next part.
#	SMILES	CHO-K1 Ca ag	OXTR potentiator	CHO-K1 Ca antag	GPR7 antag	CHO-K1 Ca PAM
41	COc1ccc(N(CC(=O)N/N=C/c2ccc(N(C)C)cc2)S(=O)(=O)c2ccccc2)cc1	-0.5	-20	-14	-23	8
42	CCCCn1nnc(NC(=O)c2ccc(-c3ccccc3)cc2)n1	3.0	-9	-12	-13	16
43	COc1ccc(NC(=O)NC(C)c2ccc3c(c2)OCO3)c(OC)c1 (stereo unspecified)	0.7	-7	-1	-5	14
44	COc1ccc(N(C(=O)C2COc3ccccc3O2)C(C(=O)NC2CCCCC2)c2ccccc2)cc1OC (stereo unspecified)	5.1	-1	-7	-12	27
45	CCn1c(SCC(=O)N2CCOCC2)nc2c([nH]c3ccccc32)c1=O	1.0	0	-15	-9	17
46	C/C(=N\NC(=O)Cc1ccc(Cl)cc1)c1ccccn1	0.4	-3	-21	25	12
47	O=C(N/N=C\C=C\c1ccc2c(c1)OCO2)c1cccnc1	1.5	-12	-1	-6	19
48	CC(C(=O)NCC1(c2ccccc2)CCOCC1)N1CCOCC1 (stereo unspecified)	-0.2	-4	-21	-3	16

#	TAAR1 antag	OXTR ag	V1R ag counter	CHO parental Ca
41	-9	-1.1	-0.6	-22
42	11	1.9	3.5	-19
43	-19	-0.8	0.0	-1
44	9	-2.7	-1.1	-21
45	0	-0.4	0.0	-15
46	4	5.8	3.6	-25
47	13	-0.2	0.1	1
48	0	0.7	-0.3	8

Additional entries.
#	SMILES	CHO-K1 Ca ag	OXTR potentiator	CHO-K1 Ca antag	GPR7 antag	CHO-K1 Ca PAM
49	Cc1cc(/C=C(\C#N)C(=O)Nc2ccccc2)c(C)n1-c1ccc2c(c1)OCO2	0.7	-4	-28	3	16
50	NS(=O)(=O)c1ccc(NC(=O)C2(c3ccccc3)CCCC2)cc1	1.6	-8	-8	-18	14
51	O=C(NC1CCN(Cc2ccccc2)CC1)c1ccccc1NS(=O)(=O)c1ccc(F)cc1	4.7	-9	-4	.	9
52	O=C1CC(C(=O)NCc2ccccc2)N=C(N2CCCCC2)N1 (stereo unspecified)	0.5	-12	0	-12	13
53	Cc1cccc(C)c1NC(=O)C1c2ccccc2OCC(=O)N1CCc1ccccc1 (stereo unspecified)	-0.2	.	5	.	-5

#	TAAR1 antag	OXTR ag	V1R ag counter	CHO parental Ca
49	36	-0.6	-0.3	-7
50	3	1.8	2.5	-7
51	0	4.7	1.1	-17
52	-20	-0.3	0.4	-4
53	-13	.	.	.
